TRPM1 prom inh – inhibitors of MITF-dependent TRPM1 promoter reporter, primary screen, cell-based, SK-MEL-5, single point, luciferase; SK-MEL-5 TRPM1 promoter luciferase, 24 h; inhibition, % at 12.5 µM; 330,000 compounds, 0.83% hits; AID 488899, 2010;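 active means mean inhibition across replicates of 60% or more, whatever share of single replicates reaches that level; inconclusive means some that reach 60%, reason not given; inactive means mean inhibition across replicates below 60%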; further: values of inactives mirror those of a sister screen read the other way
CaV13 ICDI inh – Primary screen for inhibitors of IQ motif and Ca2+-dependent inactivation inhibitor domain binding in CACNA1D, Förster resonance energy transfer in living cells, … | HEK cells, CFP/YFP FRET ICDI-IQ, plate reader, 10 min; percent FRET-ratio fall versus neutral wells | inhibition, % at 12.3 µM | 340,000 compounds, 0.098% hits;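 active means mean replicate inhibition of at least 30% and at least 1% of replicates passing that level; inconclusive means only one of the two criteria is met; inactive means neither criterion is met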;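 further: 0% = median of the neutral control wells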
hiPSC survival – enhancers of single-cell hiPSC survival, primary screen, ATPlite luminescence. 100% = ROCK inhibitor wells, 0% = DMSO. survival enhancement, % at 20 µM. 360,000 compounds, 0.044% hits; in the data active means survival enhancement above about 18%;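 further: cells exposed to compounds for 16 hours before the ATP read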
Vif imaging – HIV Vif self-association inhibitors, primary screen, imaging, HEK293T, single point | HEK293T cells, Vif self-association by quenched fluorescence, 24 h | inhibition, % at 7.49 µM | 340,000 compounds, 0.35% hits | AID 602346, 2012; in the data active means inhibition above about 50%, passing the limit was not always enough; inconclusive means no clear call, values can overlap the other calls; inactive means below about 31%; further: some results filed as inactive read as strong as hits
PDI turbidity – inhibitors of human PDI, primary screen, biochemical, turbidity, single point, plate reader. PDI insulin aggregation turbidity, A650, 90 min. inhibition, % at 10 µM. AID 588391, 2011. 350,000 compounds, 0.052% hits. Protein disulfide-isomerase (Homo sapiens), P07237;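 active means mean inhibition across replicates of 30% or more, whatever share of single replicates reach that level; inconclusive means mean inhibition below 30% while every single replicate reaches 30%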;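 further: absorbance from insulin aggregation driven by PDI reduction with DTT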
Target sequence (P07237 whole entry, looked up): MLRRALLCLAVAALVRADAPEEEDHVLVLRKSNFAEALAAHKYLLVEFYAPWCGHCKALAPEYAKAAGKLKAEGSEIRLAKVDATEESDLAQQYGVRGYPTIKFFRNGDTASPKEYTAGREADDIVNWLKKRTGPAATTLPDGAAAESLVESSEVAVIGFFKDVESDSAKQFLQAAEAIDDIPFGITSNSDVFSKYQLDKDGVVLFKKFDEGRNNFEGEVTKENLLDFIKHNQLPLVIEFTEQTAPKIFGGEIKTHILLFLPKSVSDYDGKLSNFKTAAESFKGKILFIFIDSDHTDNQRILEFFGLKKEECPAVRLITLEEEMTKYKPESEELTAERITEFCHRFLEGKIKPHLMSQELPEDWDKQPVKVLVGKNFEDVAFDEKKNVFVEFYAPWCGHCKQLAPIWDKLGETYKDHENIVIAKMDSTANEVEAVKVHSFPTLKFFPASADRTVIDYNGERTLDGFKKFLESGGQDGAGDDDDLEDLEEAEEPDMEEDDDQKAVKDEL
Exocytosis inh – LAMP-1 surface exposure blockers, TALL-104 cells – cell-based, flow cytometry, MLPCN library, primary screen. TALL-104 LAMP-1 surface exposure; cells stimulated with thapsigargin and PMA. inhibition, % at 10 µM. 360,000 compounds, 0.66% hits;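 active means inhibition above about 55%, limit read from the data; inconclusive means no clear call, values can overlap the other calls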
aDG glyco up – activators of alpha-DG glycosylation, primary screen, uHTS, Pro5-aDG cells, AlphaScreen. 360,000 compounds, 0.22% hits. alpha-DG glycosylation AlphaScreen (IIH6); 0% Pro5, 100% B10-LARGE cell signal. activation, % at 10 µM;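 active means activation of at least 8% versus controls, or a plate z-score of at least 8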;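 further: Pro5 are CHO cells carrying HIG-tagged alpha-DG that lacks glycosylation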
Peg3 promoter – Peg3 promoter-driven luciferase inhibitors, primary screen, cell-based, HeLa, luciferase luminescence | HeLa PEG-Prom luciferase reporter, overnight | inhibition, % at 20 µM | 360,000 compounds, 1.7% hits;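 active means inhibition of at least 50% at 20 µM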
HIF-2a inh – HIF-2a reporter inhibitors, primary screen, luminescence, 786-0 RCC cells; 360,000 compounds, 0.72% hits; 786-0 RCC cells HIF-2a reporter, luciferase luminescence, overnight; inhibition, % at 18.8 µM;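 active means inhibition of the luminescence signal of 40% or more relative to plate controls, in a single-dose primary screen at 18.75 µM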
NR2E3 ag-1 – NR2E3 agonists in two-hybrid cells, primary screen, cell-based, luminescence, CHO-S, Gal4-NCOR/VP16-NR2E3. Photoreceptor-specific nuclear receptor (Homo sapiens), Q9Y5X4. luciferase. inhibition of corepressor binding, % at 3.98 µM. 360,000 compounds, 0.35% hits. AID 602229, 2012;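 active means inhibition above the mean of all tested compounds plus 3 SD, cut at about 70% in these data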;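 further: 0% = DMSO with NR2E3 transfected cells and 100% = cells lacking NR2E3 construct; higher means lower luciferase signal from less NR2E3 corepressor binding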
Target sequence (Q9Y5X4 whole entry, looked up, the tested form may be a part): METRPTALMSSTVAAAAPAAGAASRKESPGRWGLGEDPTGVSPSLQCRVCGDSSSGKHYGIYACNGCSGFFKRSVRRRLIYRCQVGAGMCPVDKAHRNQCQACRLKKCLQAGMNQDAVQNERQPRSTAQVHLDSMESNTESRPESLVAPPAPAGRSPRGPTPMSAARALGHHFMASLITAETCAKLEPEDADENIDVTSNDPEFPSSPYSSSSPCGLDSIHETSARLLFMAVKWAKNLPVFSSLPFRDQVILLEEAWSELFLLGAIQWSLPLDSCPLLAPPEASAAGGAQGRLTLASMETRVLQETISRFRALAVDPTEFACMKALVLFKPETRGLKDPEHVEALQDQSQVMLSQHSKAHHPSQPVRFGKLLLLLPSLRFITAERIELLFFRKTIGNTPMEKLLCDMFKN
NR2E3 ag-2 – inhibitors of NR2E3-RetCOR corepressor binding, primary screen, NR2E3 agonist project, biochemical, TR-FRET, GST-NR2E3, biotin-RetCOR; AID 2300, 2010; Photoreceptor-specific nuclear receptor (Homo sapiens), Q9Y5X4; inhibition of corepressor binding, % at 4.78 µM; 320,000 compounds, 0.12% hits; 1536-well;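 active means percent inhibition above the cutoff of mean plus 3 SD of all tested compounds, set per screening campaign, cut at about 20% in these data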;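 further: 0% = DMSO wells and 100% = biotin wells as full block of FRET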
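Test system – NR2E3–RetCOR corepressor complex · Quantity – NR2E3 fusion 1.35 nM · Buffer or medium – Tris pH 7.5 · Incubation – Compound–protein incubation for 5 h at 4 °C · Technique – TR-FRET, Eu(K)-anti-GST donor, streptavidin-D2 acceptor, ex 340, em 617/671 nm · Evaluation – percent inhibition of 671/617 nm emission ratio versus biotin and DMSO controls · Plate – 1536-well format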
* hit, by the source's call; ? = inconclusive; . = no result given.

SMILES | TRPM1 prom inh | CaV13 ICDI inh | hiPSC survival | Vif imaging | PDI turbidity | Exocytosis inh | aDG glyco up | Peg3 promoter | HIF-2a inh | NR2E3 ag-1 | NR2E3 ag-2
Cc1ccc(C(C)C)cc1OCC(=O)Nc1ccccc1N1CCCC1 | 6 | . | 0.0 | 10 | -21 | -1 | -0.4 | 13 | 3 | 13 | -1
CCOC(=O)[C@H]1[C@H]2COc3cc(OC)ccc3[C@@H]2N2C(=O)c3cc(OC)ccc3NC(=O)[C@@]12C | 3 | -6 | 2.1 | 1 | -1 | 14 | 0.0 | -1 | 7 | -41 | 0
COc1ccc(S(=O)(=O)N2CN3CCN(C3)C2)cc1 | 0 | -1 | -0.6 | -6 | -2 | 1 | -0.1 | 16 | 23 | 32 | -5
CN(Cc1cnn(C)c1)Cc1nc(-c2ccc(Cl)cc2)no1 | -13 | -6 | -1.0 | -1 | -2 | 0 | 0.2 | -36 | -53 | -15 | -2
Cc1ccccc1C(=O)NC(=S)Nc1cccc(NC(=O)C(C)C)c1 | -4 | -3 | 1.6 | -15 | -11 | -2 | 1.6 | -25 | -78 | -36 | -2
CC(C)(C)NC(=O)COc1ccc(S(=O)(=O)N2CCCC2)cc1 | -5 | -3 | 0.8 | -3 | 14 | -2 | 0.1 | 4 | 10 | -10 | 1
CCOc1ccc(NS(=O)(=O)c2ccc(-c3ccc(=O)[nH]n3)o2)cc1 | 0 | -7 | 0.8 | -2 | -8 | 0 | -0.3 | 6 | -1 | 12 | 4
Cc1cc(C)c2nc(NNC(=O)c3cc(-c4cccs4)nc4ccccc34)sc2c1 | 29 | -7 | 1.1 | -2 | -2 | 4 | -0.1 | 52* | 2 | -18 | 5
COc1cc(C2NC(=O)NC(C)=C2[N+](=O)[O-])cc(OC)c1OC (configuration not stated) | 10 | 29 | 1.0 | -2 | 0 | -3 | -0.1 | -5 | 1 | 12 | -2
COC(=O)c1cc2c(ccn2-c2ccc(F)cc2)n1Cc1ccc(C#N)cc1 | -17 | -5 | -0.5 | -2 | -20 | 10 | 0.2 | -15 | -41 | -10 | -1

An excerpt from above, limited to CaV13 ICDI inh, aDG glyco up and NR2E3 ag-2.
compound	CaV13 ICDI inh	aDG glyco up	NR2E3 ag-2
CCOC(=O)[C@H]1[C@H]2COc3cc(OC)ccc3[C@@H]2N2C(=O)c3cc(OC)ccc3NC(=O)[C@@]12C	-6	0.0	0
COc1ccc(S(=O)(=O)N2CN3CCN(C3)C2)cc1	-1	-0.1	-5
CN(Cc1cnn(C)c1)Cc1nc(-c2ccc(Cl)cc2)no1	-6	0.2	-2

(more compounds)
SMILES | TRPM1 prom inh | CaV13 ICDI inh | hiPSC survival | Vif imaging | PDI turbidity | Exocytosis inh | aDG glyco up | Peg3 promoter | HIF-2a inh | NR2E3 ag-1 | NR2E3 ag-2
CCOc1ccccc1NC(=S)NCC1CCCO1 (configuration not stated) | 1 | -5 | -1.2 | 2 | 3 | -1 | 0.1 | 6 | 23 | 4 | -5
Cc1cc(C(=O)N2CCN(c3ccccc3Cl)CC2)c(C)o1 | -46 | -7 | -2.0 | -2 | -4 | -3 | 0.1 | -224 | -228 | -60 | .
O=C(c1ccc(S(=O)(=O)N2CCC(c3nc4ccccc4s3)CC2)cc1)N1CCCCC1 | 18 | . | -0.5 | -4 | -4 | ? | 0.1 | 14 | 5 | -15 | .
O=C1CC(C2CCCO2)C(=O)N1c1ccc(Cl)c(Cl)c1 (configuration not stated) | 2 | 4 | 1.0 | -1 | -3 | 1 | -0.2 | -1 | 7 | -5 | 0
O=C(NCC1CCCO1)c1cc2c(=O)[nH]c3ccccc3c2s1 (configuration not stated) | -27 | 2 | -0.3 | -4 | 2 | -2 | -0.2 | -12 | -53 | -2 | 4
O=S(=O)(Cc1ccc(Cl)cc1)NCc1cccnc1 | . | -4 | 0.8 | -8 | -1 | 2 | 0.0 | 8 | 21 | -24 | -1
COc1ccccc1C(=O)O[C@H]1[C@H](Cc2ccccc2)NS(=O)(=O)[C@H]2C[C@@H]3C=C[C@]12O3 | -2 | -10 | -2.0 | -3 | 2 | 1 | 0.1 | 8 | 0 | -13 | 1
O=C(CSc1nnc(CNC(=O)c2ccco2)o1)Nc1ccc(Cl)cc1 | -5 | -13 | 0.6 | -4 | 11 | 0 | -0.5 | -12 | 7 | -1 | 1
CCCCn1c(N)c(N(CCOC)C(=O)c2oc3ccc(OC)cc3c2C)c(=O)[nH]c1=O | 6 | -3 | 0.0 | . | -37 | -12 | -0.4 | -1 | 17 | -2 | -2
N#CC1CC(c2ccc([N+](=O)[O-])cc2)=NN1c1ccc([N+](=O)[O-])cc1 (configuration not stated) | -5 | -87 | -0.2 | 89* | -3 | 0 | 0.2 | -5 | -20 | -19 | 1
CC1CCCCC1NC(=S)NC(=O)c1cccs1 (configuration not stated) | 1 | 2 | -0.6 | -3 | -4 | -5 | 0.1 | -6 | -46 | -14 | 6
O=C(NCc1ccc2c(c1)OCO2)C(=O)NCC1OCCN1S(=O)(=O)c1ccc(Br)cc1 (configuration not stated) | 14 | -7 | 0.1 | -20 | 0 | -10 | 0.5 | 20 | 6 | 8 | 1
CC(C)c1cc(C(=O)NC2CCCc3c2cnn3-c2ccccc2F)no1 (configuration not stated) | 13 | -6 | 0.4 | -10 | 2 | 0 | 1.5 | -7 | -40 | 60 | 0
CCCCN(C)CCNC(=O)c1cc2c(=O)[nH]c3ccccc3c2n1C | -1 | -19 | -0.7 | -1 | -5 | -3 | -0.1 | 3 | 9 | -15 | 2
O=C(C1CC=CCC1)N1CCC(CO)(Cc2ccc(Cl)cc2)CC1 (configuration not stated) | 5 | -18 | 0.2 | 6 | 3 | 6 | -0.1 | 1 | 9 | -27 | -2
CCC(Sc1nc2ccc(C)cc2[nH]1)C(=O)O (configuration not stated) | 5 | . | 1.3 | -29 | 1 | 2 | -0.2 | 6 | -10 | -5 | 0
O=S(=O)(NCCc1ccc2c(c1)OCCO2)c1cccs1 | 4 | -8 | 16 | ? | -6 | 0 | -0.1 | -21 | -26 | -13 | -2
O=CN1N=C(c2ccccc2)CC1c1ccccc1[N+](=O)[O-] (configuration not stated) | -5 | -3 | -0.3 | 2 | -7 | 3 | 0.0 | 11 | -21 | -16 | 2
COc1cccc(S(=O)(=O)Nc2ccc(C(=O)N3CCCCCC3)cc2)c1 | 2 | -5 | -1.3 | -1 | -1 | 5 | 0.2 | 23 | 8 | 5 | 3
C=CCC1[C@H](C)[C@H]2[C@@H]3CC[C@@H](C3)[C@H]2CN1S(=O)(=O)c1ccc(C)cc1 (some centres not stated) | 2 | -4 | 0.3 | -1 | -5 | 1 | 0.2 | 24 | -2 | 15 | .
O=C(NCCN1CCCCC1)/C(=C/c1ccco1)NC(=O)c1ccccc1 | 7 | -7 | 0.0 | 5 | 6 | -1 | -0.2 | 10 | 1 | 4 | 6
C=CCOc1ccnc(-c2ccccc2)n1 | 4 | -11 | 1.4 | -2 | 5 | 4 | -0.1 | 9 | 5 | -3 | .
Cc1cc(/C=C2\SC(=S)NC2=O)c(C)n1C1CC1 | -34 | -5 | -1.1 | -4 | -4 | -1 | 1.2 | -82 | -119 | -54 | -3
CC1CCN(C(=O)Cn2c(=O)n(Cc3ccc4c(c3)OCO4)c(=O)c3ccccc32)CC1 | 6 | -2 | 1.6 | 13 | 0 | 0 | -0.2 | -11 | -25 | -18 | -1
CCNc1c(NC(=O)C2CCC(C)CC2)c(=O)oc2ccccc12 (configuration not stated) | 10 | -4 | 0.4 | 28 | -3 | -9 | 0.1 | -9 | 7 | 10 | 3
O=C(CN1CCCC1c1ccc2c(c1)OCCO2)NC(=O)Nc1ccccc1F (configuration not stated) | -11 | -14 | -0.5 | 6 | -7 | 9 | -0.3 | -1 | 1 | -15 | .
CCOC(=O)c1sc(NC(=O)Nc2ccc(F)cc2)nc1C | -101 | -5 | -2.2 | -12 | 2 | 0 | 0.4 | -296 | -256 | -121 | -3
COc1ccc(CCC(=O)NCCc2ccc(OC)c(OC)c2)cc1 | 8 | -5 | 1.1 | -1 | -5 | -8 | 0.0 | -2 | 13 | -21 | -1
CCOC(=O)Cn1nc(C)c(NC(=O)COc2ccc([N+](=O)[O-])c(C)c2)c1C | -2 | -2 | -0.2 | -13 | -2 | -3 | -0.3 | -10 | 13 | -5 | -3
Cc1ccccc1C(=O)N1CCC(C(=O)NCc2ccc(Cl)cc2)CC1 | 1 | . | -0.4 | -5 | -4 | -2 | -0.1 | 8 | -4 | -9 | 0
CC1(C(=O)NS(=O)(=O)c2cccc(OC(F)F)c2)CCN1C(=O)Cc1ccsc1 (configuration not stated) | . | -4 | -1.3 | 5 | -9 | -4 | 0.1 | -2 | 8 | -17 | .
Cc1ccc2oc(-c3ccccc3)nc2c1 | -19 | . | -3.6 | 0 | -4 | -1 | 0.1 | -308 | -267 | -72 | 2
CCCOc1ccccc1C1CC(=O)Nc2cc3c(cc21)OCO3 (configuration not stated) | 42 | -5 | -1.3 | -2 | 7 | 6 | -0.1 | 14 | 23 | 52 | -1
CCN1CCN(CCCNC(=O)c2cc3c(s2)-c2ccccc2OC3)CC1 | -9 | -15 | 0.1 | -21 | -1 | 5 | 0.2 | -4 | -24 | 1 | 3
CCOC(=O)c1ccc(NC(=O)COc2coc(CN3CCc4ccccc43)cc2=O)cc1 | 6 | -5 | 0.7 | -1 | 11 | 0 | 0.1 | 22 | 13 | -22 | 1
CCN1C(=S)N[C@@H](CCc2ccccc2)[C@H](C(=O)OC)[C@H]1C | -4 | -7 | 2.8 | 0 | 0 | 0 | -0.1 | -22 | 12 | 21 | 3
COCCNC(=O)C1CC(c2cccc(OC)c2)=NO1 (configuration not stated) | 8 | -8 | 1.6 | -1 | 1 | 1 | -0.2 | 18 | -12 | -3 | -4
Cc1ccc(NC(=O)c2ccc(OC(=O)COc3ccc(Cl)c(C)c3)cc2)cc1 | -53 | -6 | -1.3 | -4 | 5 | 5 | 0.0 | -218 | -208 | -135 | 3

High-throughput results deposited in PubChem by several laboratories.
